CXXC DNA block = qHTS Fluorescence Polarization Assay for Inhibitors of MLL CXXC domain - DNA interaction. Histone-lysine N-methyltransferase 2A (Homo sapiens), Q03164. MLL-CXXC / FITC-HOXA9 DNA fluorescence polarization. Potency, µM (highest dose often 115 µM), for the others: at the top dose activity change, negative = inhibition, usual class: inhibitors. 0.037% of 290,000 active; active = well fitted inhibition curve with a large enough effect in the polarisation, with a control signal flat, not every such curve was filed as active; inconclusive = small, poorly fitted or top-dose-only effect, or effect the other way, or a change in a side signal; inactive = no such curve, though single readings can be large or run the other way; the % refers to the polarisation
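Steps: dispense CXXC domain solution (7 uM) → pin compounds or unlabeled HOX-A9 DNA control → 5 min ambient → add FLSN-HOX-A9 solution (50 nM) → spin → 30 min ambient → fluorescence polarization. Tris pH 7.5/NaCl/DTT/BSA buffer.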
NPC1 promoter act = qHTS Assay for NPC1 Promoter Activators; 2.4% of 320,000 active; Huh7 NPC1 promoter luciferase reporter, 24 h; Potency, µM (top dose mostly 9.22 µM), without a hit: at the highest dose activation, hits mostly activators;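 note: % of control where 0% means no effect; nearly all actives have a fitted effect of over 60% in size; reporter is driven by a mutant NPC1 promoter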
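NPC1 promoter–luciferase Huh7 cells; 24 h compound; luminescence.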
p53 reactivator = qHTS assay for re-activators of p53 using a Luc reporter. AID 504706, 2011. H1299 p53-A138V BP100-luciferase reporter, luminescence, 24 h. Potency, µM (top dose mostly 92.2 µM), for the others: at the top dose activity change, positive = activation, hits mostly activators. 0.063% of 320,000 active; note: % of control where 0% means no effect; nearly all actives have a fitted effect of over 45% in size
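H1299 (p53-null), stable ts p53-A138V + BP100-Luc; 1000 cells/well, Opti-MEM/10% FBS; cpd 4 pt, 1:5; 24 h, 37 deg C, 5% CO2; detection reagent 10 min RT; luminescence.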
MBNL1 CUG block = qHTS Assay for Inhibitors of MBNL1-poly(CUG) RNA binding | AID 2675, 2010 | 0.036% of 280,000 active | TR-FRET MBNL1-His/biotin-(CUG)12 binding, 665/545 ratio | Muscleblind-like protein 1 (Homo sapiens), Q9NR56 | Potency, µM (doses to about 57.5 µM), for inactives: at the top dose activity change, negative = inhibition, actives largely listed as inhibitors; active = well fitted inhibition curve with a large enough effect in the signal ratio, with a control signal flat, not every such curve was filed as active; inconclusive = small, poorly fitted or top-dose-only effect, or effect the other way, or a change in a side signal; inactive = no such curve, though single readings can be large or run the other way; the % refers to the signal ratio; note: % is set by controls: 0 for no effect and ±100 for the full control effect
Target sequence (Q9NR56 whole entry, looked up): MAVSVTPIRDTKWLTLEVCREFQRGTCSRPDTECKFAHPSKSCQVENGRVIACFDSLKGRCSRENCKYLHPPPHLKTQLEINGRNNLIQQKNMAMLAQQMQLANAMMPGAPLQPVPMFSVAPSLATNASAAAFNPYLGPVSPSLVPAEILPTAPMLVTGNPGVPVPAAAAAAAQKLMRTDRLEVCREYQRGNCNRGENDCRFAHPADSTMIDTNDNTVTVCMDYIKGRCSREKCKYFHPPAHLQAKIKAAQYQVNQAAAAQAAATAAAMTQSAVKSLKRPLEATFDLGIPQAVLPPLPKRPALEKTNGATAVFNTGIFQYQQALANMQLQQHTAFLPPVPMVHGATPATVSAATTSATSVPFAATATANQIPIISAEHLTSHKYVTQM
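Compound titration spanned 92 nM–58 uM against the MBNL1-His/biotin-(CUG)12 complex. After 60 min at room temperature with 5 nM streptavidin-XL665 and 0.055 ng/ul terbium anti-His, ratiometric 665/545 nm emission (Ex 340 nm) normalized to controls.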
Rab9 prom act = qHTS Assay for Rab9 Promoter Activators; Huh7 Rab9 promoter-luciferase reporter, luminescence, 24 h; Potency, µM (highest dose often 9.22 µM), for inactives: top-dose activation, negative = inhibition, hits mostly activators; 2.8% of 320,000 active; note: % of control where 0% means no effect; nearly all actives have a fitted effect of over 60% in size
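Luciferase signal after 10 min detection reagent at ambient indicates Rab9 promoter upregulation; stably transfected Huh7 cells were treated 24 h with compound in DMSO at 37 °C, 5% CO2.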
RORg inh = qHTS for inhibitors of ROR gamma transcriptional activity; Drosophila S2 Gal4-RORgamma UAS-luciferase reporter, 20 h; Nuclear receptor ROR-gamma (Mus musculus), P51450; Potency, µM (highest dose often 53.6 µM), for inactives: top-dose activity change, negative = inhibition, most hits filed as inhibitors; 5.4% of 310,000 active; note: % is set by controls: 0 for no effect and ±100 for the full control effect; nearly all actives have a fitted effect of over 60% in size
Target sequence (P51450 whole entry, looked up, the tested form may be a part): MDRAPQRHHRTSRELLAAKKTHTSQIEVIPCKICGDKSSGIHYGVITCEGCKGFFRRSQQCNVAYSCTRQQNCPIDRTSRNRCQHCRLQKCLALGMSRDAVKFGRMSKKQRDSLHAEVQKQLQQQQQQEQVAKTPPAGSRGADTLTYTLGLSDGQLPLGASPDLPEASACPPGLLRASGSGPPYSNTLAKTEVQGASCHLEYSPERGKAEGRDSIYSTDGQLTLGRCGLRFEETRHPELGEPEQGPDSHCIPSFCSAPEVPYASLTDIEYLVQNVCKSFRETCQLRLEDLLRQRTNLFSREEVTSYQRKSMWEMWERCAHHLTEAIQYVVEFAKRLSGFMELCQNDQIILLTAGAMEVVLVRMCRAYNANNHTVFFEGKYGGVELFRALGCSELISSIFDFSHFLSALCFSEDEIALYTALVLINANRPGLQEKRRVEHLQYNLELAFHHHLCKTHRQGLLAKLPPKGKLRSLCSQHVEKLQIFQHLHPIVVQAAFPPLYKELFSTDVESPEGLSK
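Stably transfected Drosophila Schneider cells are the test system, with ROR gamma fused to Gal4 and luciferase under UAS control; luminescence is read after 20 hr of 700 uM copper sulfate induction at ambient temperature.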
FLuc modulator = qHTS profiling assay for firefly luciferase inhibitor/activator using purifed enzyme and Km concentrations of substrates (counterscreen for miR-21 project) | Luciferin 4-monooxygenase (Photinus pyralis), P08659 | Potency, µM (titrated, usually from 57.5 µM), inactives show top-dose activity change, negative = inhibition, most hits filed as inhibitors | 6.9% of 360,000 active | purified FLuc, Km substrates, luminescence inhibition;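 note: plate controls were vehicle for no effect and reference inhibitor for full effect; nearly all actives have a fitted effect of over 55% in size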
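Biochemical qHTS of compounds, final roughly 60 µM downward over six points, against 10 nM purified firefly luciferase using Km concentrations of substrates (10 uM D-luciferin, 10 uM ATP) in Tris acetate pH 7.5 buffer; luminescence output.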
BRCA1 expr act = qHTS Assay to Identify Small Molecule Activators of BRCA1 Expression. MCF7-BRCA1-FFLuc reporter, luminescence, 48 h; response scale: scaled: vehicle 0%, 10 µM genistein 100%. Potency, µM (titrated, usually from 46.1 µM), without a hit: at the top dose activation, hits mostly activators. 1.1% of 380,000 active. AID 624202, 2012; note: nearly all actives have a fitted effect of over 80% in size; some results filed as inactive show a strong effect at the top dose
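Luminescence from a BRCA1-driven firefly luciferase in MCF7 cells was read after 48 h compound exposure at 37 C. Data normalized against DMSO and a 10microM genistein activation control, then curve-fitted across the titration.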
Gal4-VP16 FLuc = VP16 counterscreen qHTS for inhibitors of ROR gamma transcriptional activity; 3.5% of 310,000 active; Potency, µM (doses to about 53.6 µM), for inactives: at the highest dose activity, negative = inhibition, hits mostly inhibitors; Drosophila S2 Gal4-VP16 UAS-luciferase, luminescence, 20 h;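 note: Gal4-VP16 expression switched on by copper sulfate through the metallothionein promoter; % is set by controls: 0 for no effect and ±100 for the full control effect; nearly all actives have a fitted effect of over 50% in size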
ELG1 genotox = qHTS screen for small molecules that induce genotoxicity in human embryonic kidney (HEK293T) cells expressing luciferase-tagged ELG1; HEK293T ELG1-luciferase reporter, luminescence, 16 h; Potency, µM (doses to about 46 µM), for the others: at the top dose activity change, positive = activation, usual class: activators; 1.3% of 330,000 active; AID 504466, 2011; note: % of control where 0% means no effect; nearly all actives have a fitted effect of over 60% in size
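HEK293T cells expressing luciferase-tagged ELG1 were exposed to compound or DMSO vehicle for 16 hr at 37 °C and 5% CO2. Luciferase activity was then measured with ONE-Glo after 30 min at room temperature.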
uPA surface inh = qHTS for Inhibitors of Cell Surface uPA Generation; cell surface uPA generation assay, qHTS; Potency, µM (top dose mostly 38.3 µM), for the others: at the highest dose activity change, negative = inhibition, usual class: inhibitors; 0.31% of 330,000 active; active = well fitted inhibition curve with a large enough effect; inconclusive = small, poorly fitted or top-dose-only effect; inactive = no such curve, though single readings can be large or run the other way; tested in mouse RAW 264.7 cells; note: % is set by controls: 0 for no effect and ±100 for the full control effect; nearly all actives have a fitted effect of over 55% in size
* marks the source's active call; other numbers are inactive results; ? = inconclusive; / = not tested or not shown; & = joins results of further samples; [ ] = another dose, or the depositor's remark. Unless noted, calls come from the whole dose curve; as a rule, active = well fitted curve in the direction sought with a large enough effect; inconclusive = small, poorly fitted or top-dose-only effect, or another doubt; inactive = no such curve, though single readings can be large; an effect the other way counts as inactive or inconclusive. Potency is the fitted concentration of half-maximal effect.

canonical_smiles	Rab9 prom act	BRCA1 expr act	Gal4-VP16 FLuc	CXXC DNA block	NPC1 promoter act	FLuc modulator	ELG1 genotox	uPA surface inh	MBNL1 CUG block	RORg inh	p53 reactivator
O=C(NC(Cc1ccccc1)C(=O)O)/C(=C\c1ccco1)NC(=O)c1ccc(Br)cc1 (configuration not stated)	11%	1%	1%	-10%	1%	-6%	4%	-4%	19%	2%	10%
COC(=O)c1nnn(-c2nonc2N)c1CSc1nnc(N)s1	-2%	-12%	9%	1%	-4%	3%	-6%	10%	0%	4%	1%
COc1ccc(CNC(=O)COc2ccc([N+](=O)[O-])cc2)cc1	5%	8%	3%	8%	-3%	5%	0%	-3%	15%	15%	-3%
Cc1cc(-c2ccc(C)c(S(=O)(=O)NCC3CCN(Cc4ccccc4F)CC3)c2)on1	-2%	-30%&0%	-9%	-2%	-8%	1%&1%	-3%	-12%	-16%	-4%	-3%
CC(C)N1C(=O)/C(=C\c2nc3ccccc3c(=O)[nH]2)c2ccccc21	-2%	-19%	?	-3%	-4%	?	-9%	-12%	-23%	-33%	0%
COC(=O)c1cccc(NC(=O)CSc2nc(C)cc(=O)[nH]2)c1	-4%	8%	0%	10%	1%	-38%	11%	-3%	-14%	25%	11%
Cc1ccc[n+](CC(=O)Nc2nc3ccccc3s2)c1	12%	25%	2%	-9%	-1%	4%	1%	3%	-3%	27%	29%
Cc1ccc(CNC(=O)C(=O)NCC2OCCN2C(=O)c2ccc(Cl)cc2)cc1 (configuration not stated)	-1%	-16%	-7%	-5%	-1%	5%	-1%	-5%	-18%	25%	-3%
COc1cccc(/C=N/Nc2nc3ccccc3[nH]2)c1OC	2.5µM*	7.9µM*	?	-8%	4µM*	5.4µM*	-20%	-10%	4%	?	6%
Clc1ccc(Oc2cnns2)c(Cl)c1	0%	-18%	11%	6%	-2%	9%	1%	2%	-8%	35%	-1%
Cc1ccc(SC(C)C(=O)Nc2c(C)n(C)n(-c3ccccc3)c2=O)cc1 (configuration not stated)	-2%	1%	6%	-3%	-1%	0%	0%	-3%	1%	29%	-1%
COC(=O)/C(=N/Nc1ccccc1C)N1CCCc2ccccc21	-2%	-22%	1%	8%	-1%	-5%	0%	-3%	7%	-34%	12%
Cc1cc(-c2n[nH]c(=S)n2/N=C/c2cccc([N+](=O)[O-])c2)n[nH]1	-4%	48%	-12%	7%	0%	1%	1%	2%	/	-16%	2%
O=C(Nc1cccc(-c2nc3cccnc3s2)c1)c1cccnc1Cl	23%	8%	3%	0%	22%	17µM*	-7%	-3%	?	6%	4%
COc1cccc(N2CCN(C(=O)CN3C(=O)NC4(CCCC4)C3=O)CC2)c1	8%	1%	-2%	-2%	3%	2%	0%	25%	-1%	-5%	-10%
CC(C)(C)c1ccccc1OCCCCN1CCCC1	-1%	-31%	-10%	-2%	1%	0%	-7%	2%	11%	0%	6%
COc1ccc(NC2CCCN(C(=O)CCc3cn[nH]c3)C2)cc1 (configuration not stated)	5%	4%	-1%	-2%	-4%	0%	0%	10%	1%	14%	?
CCCCn1c(N)c(N(CCC(C)C)C(=O)C2CC(=O)N(c3ccc4c(c3)OCCO4)C2)c(=O)[nH]c1=O (configuration not stated)	-1%	0%	0%	1%	0%	2%	1%	-4%	3%	-18%	6%
Cc1ccnc2nc(C(=O)OCC(=O)N3CCc4ccccc43)nn12	1%	-6%	3%	10%	-5%	-3%	7%	-10%	-5%	2%	0%
O=C(Cn1nnc2c(cnn2-c2ccc(F)cc2)c1=O)Nc1ccccc1C(F)(F)F	0%	-10%	1%	-5%	-4%	1%	8%	8%	15%	-6%	0%
Fc1cc2[nH]c(=S)[nH]c2cc1Cl	1%	-11%	-15%	32%	-5%	6%	-1%	3%	/	-29%	0%
NC(N)=Nc1nc2ccc(Cl)cc2c(=O)[nH]1	0%	6%	0%	20%	-5%	-2%	-3%	0%	-5%	0%	-1%
Cc1[nH]c(C)c(S(=O)(=O)NCCc2ccc(S(N)(=O)=O)cc2)c1C(=O)N1CCCC1	-1%	-5%	3%	16%	1%	3%	1%	2%	1%	-10%	-1%
Cc1ccccc1NC(=O)CN1CCC(n2nnc3ccccc32)CC1	5%	1%	0%	1%	0%	4%	4%	10%	-7%	23%	-3%
O=C(Nc1ccc(Cl)cc1)N1CCc2ccccc2C1	3%	?	?	-1%	-1%	?	-4%	4%	-6%	0.89µM*	-3%
COc1ccc(CNC(=S)N2CCN(Cc3ccccc3)CC2)cc1	-3%	-6%	3%	8%	-3%	-3%	-5%	-5%	11%	-13%	-5%
Cc1ccc(C(=O)N2CCCC(N3CCN(c4cccc(C(F)(F)F)c4)CC3)C2)s1 (configuration not stated)	-4%	-44%	-4%	3%	-4%	-6%	-6%	?	-8%	?	-16%
COc1ccc(CCNC(=O)Nc2ccc3c(c2)OCO3)cc1OC	0%	17%	-19%	-5%	2%	-14%	1%	4%	-9%	5%	-4%
CCN(CC)S(=O)(=O)c1ccc(NC2c3ccccc3C(=O)N2Cc2ccco2)cc1 (configuration not stated)	0%	-39%	7%	7%	1%	-1%	-5%	-13%	1%	?	-2%
CC(=O)Nc1ccc(S(=O)(=O)Oc2ccc(C(=S)N3CCC(O)CC3)cc2)cc1	-3%	-21%	35µM*	1%	-1%	-2%	-4%	-2%	/	?	2%
Cc1ccc(OCC(=O)OCC(=O)c2c(N)n(C)c(=O)n(C)c2=O)cc1C	-2%	-14%	11%	20%	-3%	-1%	6%	2%	-5%	9%	-6%
Cc1cc(SCc2ccc(Cl)cc2)nc(=O)[nH]1	10%	34%	8%	2%	14%	-3%	16%	9%	4%	?	?
OCCNc1nc(NCCC2=CCCCC2)nc(N2CCOCC2)n1	-11%	-47%	?	4%	-1%	3%	-3%	-5%	-9%	?	-4%
CCC(CC)NC(=O)Cc1ccc(S(=O)(=O)N2CCOCC2)s1	1%	0%	0%	7%	-2%	0%	-1%	2%	1%	13%	-3%
Cn1nnnc1SCC(=O)NNC(=O)c1ccc(F)cc1	-3%	-23%	-12%[10 µM]	6%	-2%	4%	0%	2%	3%	2%	-3%
COc1ccc2nc(NC(=O)CS(=O)(=O)c3ccc(C)cc3)sc2c1	0%	19%	-20%	4%	-1%	?	-11%	-2%	1%	35%	3%
Cc1cc(-c2ccccc2)nc2cc(C(=O)NCc3ccco3)nn12	-36%[inhibitor]	-40%	21%	-5%	-6%	-1%	0%	-7%	14%	-11%	3%
COc1ccc(C2C3=C(CC(C)(C)CC3=O)Nc3nc(C)nn32)cc1OC (configuration not stated)	-2%	4%	0%	?	0%	0%	0%	14%	-3%	14%	-4%
CC(C)(C)c1cc(NC(=O)Nc2ccc(Cl)cc2Cl)no1	0%	-13%	0%	20%	2%	?	3%	5%	-3%	-8%	12%
O=C1C[C@@H](c2ccc(O[C@@H]3O[C@H](CO)[C@@H](O)[C@H](O)[C@H]3O)cc2)Oc2cc(O)ccc21	1%	0%	-12%	2%	5%	-8%	1%	-3%	?	-8%	?
CCC(C)C(NC(=O)c1ccccc1NC(=O)c1ccco1)C(=O)NC1CCCCC1 (configuration not stated)	8%	-15%	-6%	5%	0%	1%	-2%	1%	-10%	-3%	-1%
CCCCOc1ccc(/C=N/NC(=S)Nc2cccc(C)c2C)cc1	0%	-11%	3.2µM*	2%	0%	0%	6%	/	-5%	1.8µM*	5%
O=C(C1CCN(S(=O)(=O)c2ccc(Cl)cc2)CC1)N1CCCC1	-2%	-9%	-1%	9%	-2%	-1%	0%	0%	-2%	25%	5%
CSc1ccc(Cl)c(C(=O)OCC(=O)N2CCN(C(=O)c3ccco3)CC2)c1	2%	3%	/	/	-3%	7%	3%	14%	/	/	-9%
CN(Cc1ccc(F)cc1)C(=O)CNC(=O)c1ccc2c(c1)OCO2	-2%	-2%	/	/	-3%	-1%	1%	-2%	/	/	-3%

Screens as filed in PubChem.

An excerpt, so the mix of outcomes need not match the whole.
